Luciferase inh: Photinus pyralis luciferase inhibition; P08659; purified P. pyralis luciferase, luminescence, biochemical; Potency, µM (titrated, usually from 115 µM), without a hit: top-dose activity change, negative = inhibition, hits mostly inhibitors; 76,000 tested, 2.5% active; also: potency is read from the fitted curve at half-maximal effect; nearly all actives have a fitted effect of over 65% in size
Target sequence (P08659 whole entry, looked up): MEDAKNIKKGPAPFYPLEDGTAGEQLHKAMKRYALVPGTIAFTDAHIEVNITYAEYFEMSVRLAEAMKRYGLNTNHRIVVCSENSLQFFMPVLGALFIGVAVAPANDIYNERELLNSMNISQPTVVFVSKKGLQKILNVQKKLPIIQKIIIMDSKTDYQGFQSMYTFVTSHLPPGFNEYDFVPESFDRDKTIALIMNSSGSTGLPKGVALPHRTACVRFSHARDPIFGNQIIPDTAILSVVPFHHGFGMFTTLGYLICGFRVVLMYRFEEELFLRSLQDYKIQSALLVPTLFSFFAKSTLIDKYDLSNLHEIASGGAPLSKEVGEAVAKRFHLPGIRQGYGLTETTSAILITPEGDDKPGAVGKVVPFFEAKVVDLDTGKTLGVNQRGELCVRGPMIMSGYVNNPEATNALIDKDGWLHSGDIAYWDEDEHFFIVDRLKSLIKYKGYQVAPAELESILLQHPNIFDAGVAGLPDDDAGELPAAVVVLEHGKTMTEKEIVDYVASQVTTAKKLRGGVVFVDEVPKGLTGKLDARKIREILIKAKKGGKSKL
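Cell-free enzyme assay, 10nM P. pyralis luciferase, luciferin and ATP each at 10uM. Inhibition profiled over a 6-point titration, read as luminescence.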
GPT2 inhibitor: GPT2 alanine aminotransferase inhibition; Recombinant GPT2, coupled pyruvate oxidase/HRP Amplex Red fluorescence; Potency, µM (doses to about 57.7 µM), inactives show at the highest dose activity change, negative = inhibition, most hits filed as inhibitors; 100,000 tested, 0.25% active; AID 1671188; also: potency is read from the fitted curve at half-maximal effect; nearly all actives have a fitted effect of over 60% in size; many of its hits are not listed in these tables
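GPT2 10ng/uL, a-KG 250uM, L-Ala 2mM, HEPES pH7.5 + 0.0001% Tween; 30 min RT. Then Amplex mix (PO/HRP/ThPP), 30 min RT dark, fluorescence. AOA 50uM used as positive control.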
SNCA viab count: cell viability loss counter-screen. Potency, µM (titrated, usually from 57.1 µM), inactives show at the top dose activity change, negative = cytotoxicity, usual class: cytotoxic. 150,000 tested, 0.12% active. AID 1671193. HEK-293-SNCA-luc viability, GF-AFC fluorescence, 24 h;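 also: potency is read from the fitted curve at half-maximal effect; 0% = DMSO-treated cells and -100% = medium-only wells without cells; nearly all actives have a fitted effect of over 30% in size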
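Cytotoxicity counterscreen: after 24 h compound treatment of genome-edited SNCA-luciferase HEK-293 cells, live-cell protease substrate GF-AFC read by fluorescence after 30 min; activity scaled between DMSO (0%) and medium-only (-100%), curves Hill-fitted.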
IP6K1 inh: inhibitors of human IP6K1 | Q92551 | IP6K1 kinase, ADP-Glo luminescence, 2 h; hits give low values | activity change, % (series mostly up to about 58 µM) | 140,000 tested, 0.81% active | AID 1645851; in the data active = activity change below about -25%
Target sequence (Q92551 whole entry, looked up): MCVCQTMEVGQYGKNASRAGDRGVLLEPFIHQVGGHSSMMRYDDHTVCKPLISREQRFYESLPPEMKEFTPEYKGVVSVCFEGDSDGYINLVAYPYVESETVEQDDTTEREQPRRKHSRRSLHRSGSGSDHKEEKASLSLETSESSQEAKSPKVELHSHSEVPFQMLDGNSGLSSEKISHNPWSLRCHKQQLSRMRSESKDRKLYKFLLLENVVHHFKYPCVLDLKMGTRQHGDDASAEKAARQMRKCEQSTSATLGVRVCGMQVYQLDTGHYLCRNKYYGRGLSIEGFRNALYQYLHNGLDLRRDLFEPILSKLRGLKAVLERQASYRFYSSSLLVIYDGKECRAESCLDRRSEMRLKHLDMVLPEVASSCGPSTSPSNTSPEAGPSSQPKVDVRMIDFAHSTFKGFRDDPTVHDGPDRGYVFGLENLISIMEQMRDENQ
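ADP-Glo luminescence measures ADP made by human IP6K1 during a 2 h RT reaction with ATP/IP6 (mix at 1.3 mM/130 uM); top library doses 57.5 and 19.1 uM final.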
HEK293 tox: kills HEK 293 cells; HEK 293 viability, ATP luminescence (CellTiter-Glo), 48-72 h; Potency, µM (highest dose often 115 µM), for the others: at the top dose activity change, negative = cytotoxicity, usual class: inhibitors; 94,000 tested, 6.6% active; also: potency is read from the fitted curve at half-maximal effect; nearly all actives have a fitted effect of over 60% in size
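HEK 293 seeded at 250 cells/well receive compound via pintool. After 48 or 72 hr at 37 degree Celsius, 5% CO2 and 95% humidity, CellTiter-Glo is dispensed and luminescence read following 10 min at room temperature.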
NIH3T3 tox: cytotoxic compounds in NIH 3T3 cells. NIH 3T3 viability, CellTiter-Glo ATP luminescence, 48-72 h. Potency, µM (top dose mostly 96.7 µM), for the others: at the top dose activity change, negative = cytotoxicity, most hits filed as inhibitors. 94,000 tested, 4.3% active; also: potency is read from the fitted curve at half-maximal effect; nearly all actives have a fitted effect of over 55% in size
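Mouse fibroblast NIH 3T3 cells, 400 per well, received compound via pintool and were incubated for 48 or 72 hr prior to CellTiter-Glo ATP luminescence measurement.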
SNCA expr inhib: inhibitors of alpha-synuclein (SNCA) gene expression. HEK-293 SNCA-luciferase knock-in, luminescence, 24 h. Potency, µM (highest dose often 57.2 µM), for the others: at the top dose activity change, negative = inhibition, usual class: inhibitors. 140,000 tested, 0.17% active;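 also: potency is read from the fitted curve at half-maximal effect; plate controls were DMSO cells for no effect and cell-free wells for full effect; nearly all actives have a fitted effect of over 45% in size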
Active calls of the source: *; i = inactive; ? = inconclusive; nt = no result given; [ ] = remark or other dose. Unless noted, calls follow the shape of the dose curve; as a rule, active = well fitted curve in the direction sought with a large enough effect; inconclusive = small, poorly fitted or top-dose-only effect, or another doubt; inactive = no such curve, though single readings can be large; an effect the other way counts as inactive or inconclusive. Unless noted, % is scaled to controls: 0 for no effect and ±100 for the full control effect.

Results follow in this order: Luciferase inh, GPT2 inhibitor, SNCA viab count, IP6K1 inh, HEK293 tox, NIH3T3 tox, SNCA expr inhib
1	C#CCNC(=O)C1CN(Cc2ccccc2)C(=O)N1 (centres undefined)
    -4%[172 µM], -13%[88.5 µM], -7%[87.6 µM], -2, -1%[172 µM], -2%[138 µM], -12%[87.6 µM]
2	O=C(NC1CCCN(c2cc(-c3ccc(Cl)cc3)[nH]n2)C1)c1cccs1 (centres undefined)
    ?, -24%, -8%, 23, ?, ?, 16%
3	COc1ccc(C(=O)NC2CCN(c3cc(C(F)(F)F)ncn3)CC2)cc1OC
    2%, i, -7%, -10, -2%, ?, -26%
4	CCNC(=O)[C@@H]1C[C@H](N)CN1C(=O)c1cnc(-c2cccnc2)nc1C
    9%, -12%, 1%, -1, 3%, 0%, 6%
5	Cc1oc2ncn(CC(C)C)c(=O)c2c1C(=O)NC(C)c1ccccc1 (centres undefined)
    nt, nt, -20%, -11, nt, nt, ?
6	COCCN1CCCCC(CC(=O)Nc2ccc(C)c(F)c2)C1=O (centres undefined)
    -18%, i, -4%, 19, -29%, -5%, 42%[activator]
7	COc1ccccc1Nc1ncc2c(n1)CCN(Cc1cc(F)cc(F)c1)C2
    nt, nt, 1%, -6, nt, nt, 0%
8	O=C(c1c(F)cccc1F)N1CCCC2(C1)NC(=O)N(Cc1ccc(Cl)cc1)C2=O (centres undefined)
    8%, i, -8%, -10, ?, -21%, -15%
9	CC(C)c1nnc(C2CN(C(=O)CC3CCCC3)CC23CCOCC3)o1 (centres undefined)
    5%, i, -2%, -2, 4%, 2%, 33%[activator]
10	COc1ccc(NC(=O)Cn2nnc(C(=O)NCCc3ccccc3)c2N)cc1
    nt, nt, -6%, -11, nt, nt, ?
11	O=C1CCN(S(=O)(=O)c2cccs2)CCCC(c2nc(-c3cccnc3)no2)CCN1 (centres undefined)
    -8%, -4%, 2%, 17, 1%, -9%, -6%
12	CC(C)(C)c1ccc(/C=C/C(=O)Nc2ccc(S(N)(=O)=O)cc2)cc1
    nt, nt, ?, 9, nt, nt, -8%
13	CCC(C)NC(=O)CCN(CC(C)C)C(=O)c1cc(C)oc1C (centres undefined)
    -5%, -1%, 1%, -2, ?, -13%, 0%
14	Cc1nn(-c2ccc(N3CCOCC3)nn2)c(C)c1CCC(=O)NCc1ccc(OC(C)C)cc1
    nt, nt, 8%, -1, nt, nt, 45%[activator]
15	Cc1ccc(-n2nc3n(c2=O)CCN(C(=O)c2ccc(Cl)cc2)C3)cc1
    nt, i, -2%, -4, -2%, -1%, 29%
16	Cc1oc(-c2ccccc2)nc1CSc1nnc(C)n2c1cc1sccc12
    nt, nt, -3%, 14, nt, nt, 18%
17	CN(C)C[C@@H]1CN(c2ncccn2)C[C@H]1NC(=O)c1cccn1C
    -1%, i, -13%, 14, i, -4%, 33%[activator]
18	COc1cc(C(=O)N2CCc3c(nc(C)nc3N(C)C)C2)cc(OC)c1OC
    11%, -1%, -3%, 1, 0%, i, 7%
19	O=C(Cn1c(-c2cccs2)cc2cc(Cl)ccc21)N1CCN(c2ccccc2)CC1
    nt, nt, 9%, 15, nt, nt, -27%
20	COc1ccc(CN(C(=O)c2ccccc2F)C2CCS(=O)(=O)C2)cc1 (centres undefined)
    nt, nt, -1%, 2, nt, nt, -4%
21	COCc1nc2nc(-c3ccccc3)c(Nc3ccc(F)c(OC)c3)cc2n1C
    ?, 4%[88.5 µM], -9%[87.6 µM], 16, ?, ?, 8%[87.6 µM]
22	CCCN1CCN(C(=O)c2cc(CN(C)Cc3ccccc3)on2)CC1
    -5%, i, 3%, 3, -21%, -17%, ?
23	COCC(=O)NC1CCC12CCN(S(=O)(=O)c1ccc(C#N)cc1)CC2 (centres undefined)
    -10%, 1%, 5%, -14, 2%, -19%, 4%
24	Cc1ccc(C)c([S+](=O)([O-])c2nnn3c2nc(NC2CC2)c2ccccc23)c1
    nt, -13%, -20%, 2, -18%, -45%, 5%
25	CC(=O)N1CCc2c(sc3c2c(=O)n(CCc2ccccc2)c(=O)n3Cc2ccc(F)cc2)C1
    nt, nt, -7%, 3, nt, nt, -7%
26	CS(=O)(=O)c1ccccc1N1CCN(c2nc3c(c(=O)[nH]2)CSCC3)CC1
    nt, -9%, 11%, 5, nt, nt, nt
27	COc1cccc(N2CCN(C(=O)c3ccc4c(Cl)c5c(nc4c3)CCCC5)CC2)c1
    nt, nt, 3%, -5, nt, nt, -10%
28	COc1ccc(C(=O)N2CCOCC3(CN(Cc4ccccc4)C3)C2)c(OC)n1
    5%[172 µM], 1%[88.5 µM], -19%[87.6 µM], 7, 45µM*, 32µM*, ?
29	COc1cccc(C(=O)N2CCc3[nH]nc(C(=O)NC4CCN(C)CC4)c3C2)c1
    -5%, i, 6%, -10, -12%, -1%, 18%
30	Cc1cc(C(=O)NCc2cccs2)c2c(C3CCNCC3)noc2n1
    nt, ?, 7%, 10, -4%, 0%, -11%

5 compounds from above, arranged by length of the SMILES, smallest number first:
Results follow in this order: Luciferase inh, GPT2 inhibitor, SNCA viab count, IP6K1 inh, HEK293 tox, NIH3T3 tox, SNCA expr inhib
1	C#CCNC(=O)C1CN(Cc2ccccc2)C(=O)N1 (centres undefined)
    -4%[172 µM], -13%[88.5 µM], -7%[87.6 µM], -2, -1%[172 µM], -2%[138 µM], -12%[87.6 µM]
30	Cc1cc(C(=O)NCc2cccs2)c2c(C3CCNCC3)noc2n1
    nt, ?, 7%, 10, -4%, 0%, -11%
18	COc1cc(C(=O)N2CCc3c(nc(C)nc3N(C)C)C2)cc(OC)c1OC
    11%, -1%, -3%, 1, 0%, i, 7%
15	Cc1ccc(-n2nc3n(c2=O)CCN(C(=O)c2ccc(Cl)cc2)C3)cc1
    nt, i, -2%, -4, -2%, -1%, 29%
24	Cc1ccc(C)c([S+](=O)([O-])c2nnn3c2nc(NC2CC2)c2ccccc23)c1
    nt, -13%, -20%, 2, -18%, -45%, 5%

(cont.)
Results follow in this order: Luciferase inh, GPT2 inhibitor, SNCA viab count, IP6K1 inh, HEK293 tox, NIH3T3 tox, SNCA expr inhib
31	Cc1ccc(C2=NC3(CCN(C(=O)c4ccc(C)c(C)c4)CC3)ON2)cc1
    ?, 4%, 14%, -8, ?, -7%, 6%
32	COc1ccccc1C(=O)N1CCCC(n2cc(-c3nc(-c4ccccc4)no3)nn2)C1 (centres undefined)
    ?, i, -20%, 7, ?, ?, 77%[activator]
33	CN1[C@@H](CCC(=O)Nc2ccccc2)CNC(=O)[C@@H]2[C@H]1CCN2Cc1nc2ccccc2n1C
    -7%, -1%, 13%, -6, -2%, ?, 6%
34	Cc1nc(N(C)C)ncc1C(=O)N[C@@H]1CCNC[C@H]1O
    4%, -9%[11.5 µM], 0%, 16, i, -1%, -7%
35	CN1CCCN(C(=O)c2ccoc2)c2ccccc21
    -9%, i, 4%, 10, -11%, -22%, 3%
36	COc1cccc([S+](=O)([O-])N2CCC23Cc2ccccc2NC3=O)c1 (centres undefined)
    5%, i, -3%, -7, i, -14%, -12%
37	CCc1ccc(NC(=O)CC2C(=O)NCCN2C(=O)c2ccc(F)cc2)cc1 (centres undefined)
    nt, nt, 17%, 16, nt, nt, -3%
38	Cc1ccc(C#N)c(N2CCC3(CC2)CC(c2ccccc2)C(=O)N3C)n1 (centres undefined)
    -7%, 4%, -16%, 2, ?, ?, 0%
39	Cc1ccccc1-c1nc(CS(=O)(=O)CC(=O)NCCCN2CCN(C)CC2)c(C)o1
    nt, nt, 2%, 12, nt, nt, -4%
40	O=C(COc1ccccc1)N1CCc2c(n(Cc3cccnc3)n(-c3ccccc3)c2=O)C1
    -8%, -17%, -4%, 43, 4%, ?, 3%
41	CCCCc1cn(CC2CCN(C(=O)c3ccco3)CC2)nn1
    -5%, i, 0%, 16, -4%, 1%, 2%
42	CCN1Cc2cc(OC)ccc2N(C(C)=O)CCC1=O
    nt, nt, nt, 5, -10%, ?, nt
43	Cc1nc(N2CCN(C(=O)c3c(F)cccc3Cl)CC2)cc(C(F)(F)F)n1
    0%, i, 4%, -18, -21%, -23%, -19%
44	CCN(CC)S(=O)(=O)c1ccc2c(c1)N(CC(=O)Nc1ccc(OC)cc1)C(=O)CS2
    nt, nt, -12%, -19, nt, nt, -7%
45	CN(C)C(=O)c1cccnc1OC1CCN(S(=O)(=O)Cc2ccccc2F)C1 (centres undefined)
    3%, -8%, -4%, 11, 1%, i, -1%
46	COc1coc(CN2CCCC(CCc3ccccc3F)C2)cc1=O (centres undefined)
    -7%, -2%, -2%, -1, ?, ?, 21%
47	CCN(CC)CCOC(=O)C(c1ccccc1)C1CCCCC1 (centres undefined)
    nt, -3%, -21%[23.9 µM], 12, nt, nt, -3%[25.6 µM]
48	CC(C)(C)OC(=O)N1CCC(c2c(C(=O)NCc3ccc4c(c3)OCO4)cnn2-c2ccccc2Cl)CC1
    nt, nt, -22%, 6, nt, nt, -20%
49	O=C1NC(C(=O)NCc2ccccn2)Cn2cccc21 (centres undefined)
    -10%, i, 6%, 8, -23%, -9%, 36%
50	COc1ccc(CC(=O)N2C[C@@H](CO)[C@@H]3Oc4ccccc4[C@@H]32)cc1
    nt, nt, nt, 20, ?, ?, nt
51	CCn1nnc2cc(C(=O)Nc3cc(C)ccc3C)ccc21
    nt, nt, -6%, 51, nt, nt, -1%
52	Cc1ccc(N2CCN(C(=O)c3nn(C)c4c3CS(=O)(=O)c3ccccc3-4)CC2C)cc1 (centres undefined)
    nt, nt, -11%, -9, nt, nt, 5%
53	Cc1ccc(CNc2ccc(-c3nc(C(C)C)no3)cc2[N+](=O)[O-])cc1
    nt, nt, 11%, -3, nt, nt, -5%
54	CCn1cc(C(=O)OCC(=O)Nc2ccc(C)c(Cl)c2)c(=O)c2ccc(C)nc21
    nt, nt, 2%, -2, nt, nt, 23%
55	CCc1nc2c(c(-c3ccc(O)cc3)n1)CN(Cc1ccc(F)cc1)CC2
    7%, i, 11%, 3, ?, ?, 31%[activator]
56	O=C(C1CCOCC1)N1CCc2c(n(Cc3ccccc3)n(-c3ccccc3)c2=O)C1
    -3%[172 µM], -1%[88.5 µM], 2%[87.6 µM], -7, 4%[172 µM], 100µM*, -1%[87.6 µM]
57	CC(C)C(=O)N1CCC(N2CC3CC(C2)[C@H]2CCCC(=O)N2C3)CC1 (some centres undefined)
    -1%, 2%, 5%, 2, 10%, 3%, 2%
58	CCOCCOc1cccc(C(=O)N2CCC3(CCOCC3)CC2)c1
    4%, i, -6%, 16, -10%, 2%, 2%
59	COC(=O)c1ccc(NC(=O)CCS(=O)(=O)c2ccc(Br)s2)cc1
    nt, nt, -3%, 19, nt, nt, 17%
60	CN(C)Cc1cc(CC2(NCc3cccc4c3OCO4)COC2)no1
    0%[172 µM], -2%[88.5 µM], 6%[87.6 µM], 7, 3%[172 µM], i, -2%[87.6 µM]

Bioassay records: PubChem BioAssay, National Center for Advancing Translational Sciences (NCATS)
